# Screens from PubChem BioAssay.
# All columns: NCI-60 one-dose screen, growth in % after 48 h at 10 µM unless noted; 100 = growth as untreated, 0 = no growth, -100 = all killed.
# T-47D = T-47D breast cancer; actives 5% (n = 79,000); AID 1794792
# MCF7 = MCF7 breast cancer. actives 6.3% (n = 82,000). AID 1794796
# MDA-MB-231 = MDA-MB-231 breast cancer | actives 5% (n = 81,000)
# SR = SR leukemia cells; AID 1794780; actives 8.7% (n = 73,000)
# HS 578T = HS 578T breast cancer. actives 4.1% (n = 78,000)
# MDA-MB-468 = MDA-MB-468 breast cancer; actives 8.5% (n = 78,000)
# BT-549 = BT-549 breast cancer; actives 4.4% (n = 78,000)
# K-562 = K-562 leukemia. AID 1794777. actives 7.4% (n = 78,000)
# Active calls of the source: *; / = no result given. Rule for the calls: active = growth percent below 10; inactive = the rest.
1. COc1ccc(-c2cc(-c3ccc(Cl)cc3)nc3nc(NN)[nH]c(=O)c23)cc1
2. COc1ccc(-c2cc(-c3nnc(SCC(=O)Nc4ccc(C(C)=O)cc4)n3-c3ccccc3)c3ccccc3n2)cc1OC
3. COc1ccc(C(=O)N/N=C/c2cc(OC)c(OC)cc2Br)cc1
4. CC(=O)C(N=Nc1ccccc1)C(C)=O
5. CC1=NN(c2ccccc2)C(=O)CC1

assay / entry	1	2	3	4	5
SR	93	121	133	100	97
MDA-MB-231	98	105	103	103	97
MCF7	87	95	97	91	100
MDA-MB-468	102	111	93	98	95
K-562	90	110	100	106	105
T-47D	89	84	100	94	97
BT-549	101	86	120	92	102
HS 578T	95	108	109	109	110

6. Cn1cc(C2=C(c3c[nH]c4ncccc34)C(=O)N(O)C2=O)c2ccccc21
7. CN1C(=O)C(C2SC(=S)N(C)C2=O)SC1=S (configuration not stated)
8. Cn1cc(-c2nc3c(F)cc4[nH]ncc4c3c3c2CCCC3)c(C(F)F)n1
9. O=C1CCN=C2C=CC(Cl)=CN12
10. CCN1CCN(CC(=O)Nc2nc3ccc(NCc4ccc(Cl)cc4)cc3s2)CC1

assay / entry	6	7	8	9	10
SR	46	100	-17*	/	16
MDA-MB-231	48	105	60	87	52
MCF7	48	88	46	98	34
MDA-MB-468	73	95	53	113	48
K-562	/	110	26	/	2.7*
T-47D	52	87	51	92	51
BT-549	100	99	31	112	76
HS 578T	99	100	40	113	70

11. C=C1C(=O)O[C@@H]([C@H](C)CCCC(C)=O)[C@@H]2O[C@H]([C@@]3(C)CCC(=O)O3)C[C@@H]12
12. CCOC(=O)c1nn(C2CCCCO2)c2ccc(NC(=O)CSc3nnnn3-c3ccccc3)cc12 (configuration not stated)
13. CC(C)CCNC(=O)/C=C/Cn1cc(Br)c2ncccc2c1=O
14. FC(F)(F)c1ccc(-c2cn3c(ccc4ccccc43)n2)cc1
15. COc1ccc(N=Nc2c(N)nn3c(-c4ccc([N+](=O)[O-])cc4)ccnc23)cc1

assay / entry	11	12	13	14	15
SR	/	90	90	93	98
MDA-MB-231	97	84	/	72	98
MCF7	102	90	89	19	95
MDA-MB-468	104	102	79	86	105
K-562	100	89	110	84	95
T-47D	109	88	97	53	82
BT-549	106	85	110	100	94
HS 578T	98	90	101	99	89

16. O=C(OCc1ccccc1)N(CCF)c1cn(Cc2ccccc2)c(=O)n(Cc2ccccc2)c1=O
17. C=CCSc1nc2ncnc(N)c2[nH]1
18. CCOC(=O)C1=C(C)NC(=S)NC1c1cc(=O)oc2ccc(C)cc12 (configuration not stated)
19. CCOC(=O)C1=C(C)NC(C)=C(C(=O)OCC)C1c1cc(Br)c(O)c(OC)c1
20. CCn1c(Cc2ccccc2Nc2c(Cl)cccc2Cl)nnc1SCC(=O)Nc1cccc(OC)c1

assay / entry	16	17	18	19	20
SR	80	100	63	/	87
MDA-MB-231	74	107	102	54	62
MCF7	97	93	90	29	84
MDA-MB-468	107	101	127	20	75
K-562	91	103	82	25	63
T-47D	98	88	95	44	59
BT-549	103	/	98	15	99
HS 578T	93	96	103	4.4*	72

21. CC(C)(C)OC(=O)NCc1cccc(N=C=S)c1
22. CCOC(=O)c1c[nH]c(C#N)c1C
23. NC(CCCCO)C(=O)O (configuration not stated)
24. Cc1cc(N(C)C)nc(SCc2ccc(F)cc2)n1
25. CCCCCCCCCCCCCCCCCCCCCCCCCC(=O)O

assay / entry	21	22	23	24	25
SR	-4.3*	86	104	87	92
MDA-MB-231	75	100	97	99	107
MCF7	30	97	102	91	98
MDA-MB-468	39	97	/	92	111
K-562	37	103	94	92	114
T-47D	11	85	94	92	100
BT-549	10	97	103	112	99
HS 578T	66	103	63	91	100

26. CC(C)c1ccc2c(N)c(C(=O)Nc3ccc(C(F)(F)F)cn3)sc2n1
27. CCN(CC)CC(O)CNc1c(C)cccc1C (configuration not stated)
28. O=C1CC(NC(=O)c2ccccc2)C(=O)O1 (configuration not stated)
29. CO/N=C(\c1ccccc1)c1oc2ccc(N)cc2c1C
30. NC(=O)NCO

assay / entry	26	27	28	29	30
SR	42	97	95	63	91
MDA-MB-231	/	112	116	77	123
MCF7	37	94	105	106	101
MDA-MB-468	15	107	104	106	105
K-562	33	87	97	72	99
T-47D	23	88	101	98	94
BT-549	42	98	107	95	104
HS 578T	/	98	117	104	105

31. NC(=S)N1N=C(c2ccccc2)CC1c1cn(-c2ccccc2)nc1-c1ccc(OCc2ccccc2)cc1 (configuration not stated)
32. O=C(O)CCNCCO
33. O=c1cc(-c2ccc(Cl)cc2)[nH]c2ccccc12
34. O=C(NCCc1ccc(Cl)cc1)c1[nH]c2ccccc2c1Cl
35. COc1ccc(C(=S)N2CCN(c3ccccc3C)CC2)cc1OC

assay / entry	31	32	33	34	35
SR	109	97	/	/	/
MDA-MB-231	99	111	82	96	91
MCF7	97	95	50	78	82
MDA-MB-468	102	90	86	109	81
K-562	/	101	33	67	62
T-47D	95	96	87	81	85
BT-549	113	102	101	111	108
HS 578T	96	99	106	95	94

36. CN1c2ccccc2SC2C(c3ccccc3)=NOC21 (configuration not stated)
37. CN(C)CCSc1nnc(-c2cc(-c3ccccc3)nc3ccccc23)n1-c1ccccc1
38. COc1cc(CNC(=O)CCCCC[P+](c2ccccc2)(c2ccccc2)c2ccccc2)c(OC)c2c1OCO2
39. O=C(COc1ccccn1)Nc1cc(O)c2c(=O)cc(-c3ccccc3)oc2c1
40. Cn1c(/C(C#N)=C/c2c(Cl)cncc2Cl)nc2ccccc21

assay / entry	36	37	38	39	40
SR	107	52	23	53	44
MDA-MB-231	97	80	73	99	89
MCF7	85	91	67	89	73
MDA-MB-468	/	76	6.7*	108	/
K-562	93	66	21	105	68
T-47D	83	84	/	90	72
BT-549	104	91	38	99	63
HS 578T	111	/	78	98	96

# Part of the list above, with tabs.
No.	molecule	SR	MDA-MB-231	MCF7	MDA-MB-468	K-562	T-47D	BT-549	HS 578T
22	CCOC(=O)c1c[nH]c(C#N)c1C	86	100	97	97	103	85	97	103
23	NC(CCCCO)C(=O)O (configuration not stated)	104	97	102	/	94	94	103	63
24	Cc1cc(N(C)C)nc(SCc2ccc(F)cc2)n1	87	99	91	92	92	92	112	91
25	CCCCCCCCCCCCCCCCCCCCCCCCCC(=O)O	92	107	98	111	114	100	99	100
26	CC(C)c1ccc2c(N)c(C(=O)Nc3ccc(C(F)(F)F)cn3)sc2n1	42	/	37	15	33	23	42	/
27	CCN(CC)CC(O)CNc1c(C)cccc1C (configuration not stated)	97	112	94	107	87	88	98	98
28	O=C1CC(NC(=O)c2ccccc2)C(=O)O1 (configuration not stated)	95	116	105	104	97	101	107	117
29	CO/N=C(\c1ccccc1)c1oc2ccc(N)cc2c1C	63	77	106	106	72	98	95	104
30	NC(=O)NCO	91	123	101	105	99	94	104	105
31	NC(=S)N1N=C(c2ccccc2)CC1c1cn(-c2ccccc2)nc1-c1ccc(OCc2ccccc2)cc1 (configuration not stated)	109	99	97	102	/	95	113	96
32	O=C(O)CCNCCO	97	111	95	90	101	96	102	99
33	O=c1cc(-c2ccc(Cl)cc2)[nH]c2ccccc12	/	82	50	86	33	87	101	106
34	O=C(NCCc1ccc(Cl)cc1)c1[nH]c2ccccc2c1Cl	/	96	78	109	67	81	111	95
35	COc1ccc(C(=S)N2CCN(c3ccccc3C)CC2)cc1OC	/	91	82	81	62	85	108	94
36	CN1c2ccccc2SC2C(c3ccccc3)=NOC21 (configuration not stated)	107	97	85	/	93	83	104	111
37	CN(C)CCSc1nnc(-c2cc(-c3ccccc3)nc3ccccc23)n1-c1ccccc1	52	80	91	76	66	84	91	/

# Going on with the list:
41. COc1ccc(C2=C(c3cccc(OC)c3)C(=O)c3ccc(C)nc3C2=O)cc1
42. COc1ccc(N(Cc2cc(OC)c(OC)c(OC)c2)C2OC(=O)c3ccccc32)cc1OC (configuration not stated)
43. CC(=C(C#N)C#N)c1ccccc1
44. COc1cc(C)ccc1Oc1nc(Nc2ccc(N3CCOCC3)cc2)ncc1NC(=O)Nc1cc(Cl)cc(Cl)c1
45. COc1ccc(CCN2CCCn3c2nc2ccccc2c3=O)cc1

assay / entry	41	42	43	44	45
SR	28	110	96	64	25
MDA-MB-231	29	109	98	67	43
MCF7	24	96	109	86	17
MDA-MB-468	-61*	114	114	84	-14*
K-562	20	106	103	74	13
T-47D	-41*	96	101	94	81
BT-549	57	99	99	91	29
HS 578T	52	106	115	77	39

46. NC(CSCCc1ccncc1)C(=O)O (configuration not stated)
47. CCCn1c(N)c(C(N)=O)sc1=S
48. COc1ccc(Nc2nc(N/N=C/c3ccc(O)cc3)nc(Nc3ccc([N+](=O)[O-])cc3)n2)cc1
49. CCCSc1nnc(-c2ccc(-c3ccccc3)nc2C)o1
50. O=C(NCCNc1nccc(Nc2ccc(S(=O)(=O)Nc3ccccn3)cc2)n1)c1cccc([N+](=O)[O-])c1

assay / entry	46	47	48	49	50
SR	103	67	105	72	85
MDA-MB-231	106	100	109	84	118
MCF7	104	106	97	92	88
MDA-MB-468	105	/	117	106	105
K-562	96	119	103	92	93
T-47D	105	95	109	73	89
BT-549	105	118	114	/	97
HS 578T	112	96	110	101	108

51. O=C1OC2(OC(=O)C3C=CC=CC3N2c2ccccc2)c2ccccc21 (configuration not stated)
52. CCN(CC)CCOC(=O)c1cc(OC)c(OC)cc1OC
53. CCCCC1(C(OC)OC)NC(=O)N(C)C1=O (configuration not stated)
54. CN(C)c1ccc(/C=N\c2[nH]c(=S)nc3oc(-c4ccccc4)c(-c4ccccc4)c23)cc1
55. O=C(N=c1n(-c2ccccc2)nc2n1CCN2C1=NCCN1C(=O)c1ccc(Cl)cc1)c1ccc(Cl)cc1

assay / entry	51	52	53	54	55
SR	100	95	/	76	74
MDA-MB-231	105	98	101	88	82
MCF7	92	95	98	90	46
MDA-MB-468	96	99	99	80	74
K-562	104	99	/	79	47
T-47D	105	102	97	50	50
BT-549	88	94	116	100	60
HS 578T	98	99	106	77	83

56. Cc1cc(C)c(C)c(C(=O)c2ccc(F)cc2)c1C
57. CCN(CC)c1ccc2nc3ccc(N=Nc4ccc(N(C)C)cc4)cc3[n+](-c3ccccc3)c2c1
58. CC1=C(/C=C/C(=O)CC(=O)/C=C/C2=C(C)CCCC2(C)C)C(C)(C)CCC1
59. COc1cc(C(=O)Nc2cc(OC)c3ccn(C)c3c2)cc2c1C[C@]1(C)CC[C@@H](O)C(C)(C)[C@H]1O2
60. O/N=C1\c2ccccc2-c2cc(Br)ccc21

assay / entry	56	57	58	59	60
SR	/	-18*	75	12	69
MDA-MB-231	113	-46*	70	31	/
MCF7	97	/	94	6.3*	73
MDA-MB-468	107	-66*	/	8.9*	90
K-562	/	-5.0*	49	10.0*	81
T-47D	93	0.8*	74	20	72
BT-549	127	-23*	73	8.8*	/
HS 578T	102	/	76	-12*	107

61. COc1ccc2[nH]c(O)c(/C=c3/ccc4c(c3)N=C(c3ccc(C(F)(F)F)cc3)N=4)c2c1
62. COc1ccc(-c2cc(-c3ccccc3)nn(CC(=O)N3CCN(c4ccc(F)cc4)CC3)c2=O)cc1
63. O=C(O)/C=C/C(=O)Nc1ccccc1Cl
64. Cc1ccc(CSC(=S)NNc2ccccc2)cc1C
65. O=C(CSc1nc2ccccc2c(=O)n1CCc1ccccc1)Nc1ccccc1C(=O)O

assay / entry	61	62	63	64	65
SR	63	91	/	/	/
MDA-MB-231	75	101	100	97	56
MCF7	45	90	95	92	80
MDA-MB-468	94	101	94	107	84
K-562	30	103	109	101	/
T-47D	57	87	103	68	74
BT-549	81	98	101	109	91
HS 578T	73	102	100	102	55

66. CCN(c1cc(-c2ccc(CN3CCN(C(=O)CCCCCCCCCCCCCCC(=O)N[C@H](C(=O)N4C[C@H](O)C[C@H]4C(=O)NCc4ccc(-c5scnc5C)cc4)C(C)(C)C)CC3)cc2)cc(C(=O)NCc2c(C)cc(C)[nH]c2=O)c1C)C1CCOCC1
67. Cc1cc(=O)oc2cc(OCCn3cc(COC(=O)/C=C/c4cn(-c5ccccc5)nc4-c4ccc(Cl)cc4)nn3)ccc12
68. Clc1cc2nc3c(nc2cc1Cl)-c1cccc2cccc-3c12
69. COc1ccc(C2CC(c3ccc(Cl)cc3)=NN2c2nc(-c3ccccc3)c(C#N)c(=O)n2C)cc1 (configuration not stated)
70. COc1cc(OC)c2cc(C(=O)O)c(=O)oc2c1

assay / entry	66	67	68	69	70
SR	100	109	/	73	115
MDA-MB-231	90	80	82	62	94
MCF7	87	79	74	42	94
MDA-MB-468	94	89	/	75	100
K-562	99	95	/	60	95
T-47D	90	88	77	61	99
BT-549	83	102	80	90	78
HS 578T	93	100	90	84	134

71. CC1(C)/C(=C\CO)C2CCC1C2 (configuration not stated)
72. CC(=O)c1c(C)nc(SCC(=O)Nc2cccc(O)c2)n1-c1ccc(Cl)cc1
73. OCC1OC(n2cnc3c(Cl)ncnc32)CC1O (configuration not stated)
74. N#Cc1ncc(-c2ccc(F)nc2F)c(NC2CCCCCC2)n1
75. Cc1ccc(C(F)(F)F)cc1N1CCN(C(=O)[C@@H]2C[C@@H]2c2ccc(C(F)(F)F)nc2)CC1
76. CSc1ncc(Br)c(NCc2ccccc2Cl)n1

assay / entry	71	72	73	74	75	76
SR	98	103	/	105	82	90
MDA-MB-231	112	82	106	87	109	96
MCF7	104	91	95	87	89	105
MDA-MB-468	101	80	92	32	80	90
K-562	105	105	103	95	78	92
T-47D	101	96	92	82	96	91
BT-549	102	93	114	94	94	99
HS 578T	101	82	108	99	91	52

# Random draw from the library. Share with any hit: about 13%.
